High-throughput results as filed in PubChem BioAssay.
CIT2 TOR yeast – modulators of CIT2-GFP expression in yeast, primary screen, S. cerevisiae, GFP fusion, multiplex flow cytometry, MLPCN library | S. cerevisiae CIT2-GFP strain, 3 h; 100 means same as DMSO wells | GFP response vs DMSO, % at 10 µM | hit rate 0.065% among 320,000 | AID 2029, 2009;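 active = GFP response relative to DMSO above a set limit, near the screen mean plus 3 SD, cut at about 150% in these data; inconclusive = Fewer than 70 cells measured for a yeast strain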;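 also: ratio of well median GFP fluorescence to mean of DMSO wells on the plate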
Efflux pump mplx – inhibitors of Candida efflux pumps in yeast, primary screen, S. cerevisiae, Nile Red, multiplex. S. cerevisiae Candida pump triplex. inhibition, % at 10 µM. hit rate 0.44% among 330,000. AID 485275, 2010;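 active = plate passing quality check with inhibition over a set limit, or well fluorescence over plate mean plus 4 SD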;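 also: Nile Red retained in pooled yeast measured as flow cytometry median fluorescence; 0% = buffer negative control and 100% = Enniatin B positive control; higher means more Nile Red kept so more efflux inhibition; some compounds called inactive have numbers as strong as hits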
AHR act – AHR activators, primary screen, cell-based, luminescence, luciferase reporter, human; activation, % at 5 µM; hit rate 2.5% among 320,000; AID 2796, 2010; AHR-responsive luciferase reporter cells; in the data active = activation above about 47%;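 also: 0% = vehicle wells and 100% = reference agonist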
Target sequence (P35869 whole entry, looked up): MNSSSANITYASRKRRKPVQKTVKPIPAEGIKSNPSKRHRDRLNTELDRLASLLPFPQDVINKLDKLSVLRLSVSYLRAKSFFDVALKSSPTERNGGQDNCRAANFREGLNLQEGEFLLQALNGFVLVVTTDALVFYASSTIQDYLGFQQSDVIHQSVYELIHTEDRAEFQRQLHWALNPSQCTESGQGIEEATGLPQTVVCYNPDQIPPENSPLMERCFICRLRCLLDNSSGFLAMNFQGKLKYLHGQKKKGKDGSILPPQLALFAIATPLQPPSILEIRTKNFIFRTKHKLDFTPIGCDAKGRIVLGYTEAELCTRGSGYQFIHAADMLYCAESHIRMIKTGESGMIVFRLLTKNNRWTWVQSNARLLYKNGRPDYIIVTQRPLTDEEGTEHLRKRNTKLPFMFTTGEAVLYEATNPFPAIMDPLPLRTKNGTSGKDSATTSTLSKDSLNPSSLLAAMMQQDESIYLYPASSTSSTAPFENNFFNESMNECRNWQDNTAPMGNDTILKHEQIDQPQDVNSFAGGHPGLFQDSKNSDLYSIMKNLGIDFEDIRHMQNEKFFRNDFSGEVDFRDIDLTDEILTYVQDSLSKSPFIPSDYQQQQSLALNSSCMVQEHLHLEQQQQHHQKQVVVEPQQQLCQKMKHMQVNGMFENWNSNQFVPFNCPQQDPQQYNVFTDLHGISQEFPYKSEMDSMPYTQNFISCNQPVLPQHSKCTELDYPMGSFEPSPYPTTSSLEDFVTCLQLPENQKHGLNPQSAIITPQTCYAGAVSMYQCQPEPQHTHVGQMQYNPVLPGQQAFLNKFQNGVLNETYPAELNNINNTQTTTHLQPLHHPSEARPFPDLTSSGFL
CR mimetic SO – reduction of superoxide in aged yeast, primary screen, HTS. superoxide response (% of plate mean), % at 10 µM. hit rate 0.18% among 330,000. S. cerevisiae aged cells, superoxide DHE fluorescence; stronger effect = lower value;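 active = superoxide response under a set limit, about three screen SD below normal, cut at about 65% in these data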;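 also: yeast aged for seven days with compound at 30 °C before DHE staining; 100% = average MFI of all compound-treated wells on the plate with controls excluded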
RPL19A-GFP yeast – RPL19A-GFP expression modulators in yeast, primary screen, cell-based, S. cerevisiae, multiplex flow cytometry, MLPCN. AID 2025, 2009. S. cerevisiae RPL19A-GFP strain, 3 h; stronger effect = lower value. hit rate 0.3% among 330,000. percent response vs DMSO, % at 10 µM;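 active = percent response vs DMSO below 50%; inconclusive = fewer than 70 events counted for the yeast strain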;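 also: median channel GFP fluorescence of the barcoded RPL19A-GFP strain; ratio of sample median GFP to plate DMSO average so 100% = DMSO; lower means less RPL19A-GFP as with rapamycin TOR inhibition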
AGP1-GFP MLPCN – modulators of AGP1-GFP expression in yeast TOR pathway, primary screen, cell-based, multiplex flow cytometry, S. cerevisiae, MLPCN library | 3 h; GFP as percent of DMSO wells | hit rate 0.02% among 320,000 | AID 2066, 2009 | GFP response vs DMSO, % at 10 µM;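 active = GFP response relative to DMSO above a set limit, near screen average plus 3 SD, cut at about 150% in these data; inconclusive = fewer than 70 cells counted for the yeast strain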;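 also: median GFP channel fluorescence of the gated AGP1 strain per well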
MEP2-GFP yeast – modulators of MEP2-GFP levels in yeast, primary screen, S. cerevisiae, multiplex flow cytometry, MLPCN library. S. cerevisiae MEP2-GFP strain, 3 h; 100% = DMSO control level. GFP response vs DMSO, % at 10 µM. hit rate 0.51% among 330,000;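 active = GFP response versus DMSO above a set limit, roughly screen mean plus 3 SD, cut at about 180% in these data; inconclusive = fewer than 70 cells counted for a yeast strain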;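 also: median GFP fluorescence of the barcode-gated MEP2-GFP cells per well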
LAP4-GFP MLPCN – modulators of LAP4-GFP expression in yeast, primary screen, S. cerevisiae, multiplex flow cytometry, MLPCN library | 3 h; median GFP as percent of DMSO wells | GFP response vs DMSO, % at 10 µM | hit rate 0.34% among 320,000;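 active = GFP response vs DMSO above a set limit, about the screen mean plus 3 SD, cut at about 150% in these data; inconclusive = under 70 cell events counted for the yeast strain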
* hit, by the source's call; u = inconclusive; x = no result given; [ ] = remark or other dose.

SMILES	CIT2 TOR yeast	Efflux pump mplx	AHR act	CR mimetic SO	RPL19A-GFP yeast	AGP1-GFP MLPCN	MEP2-GFP yeast	LAP4-GFP MLPCN
COc1ccc(-c2nc(CN3CCC(C(=O)NCC4CCCO4)CC3)c(C)o2)cc1OC (configuration not stated)	91	0.0	1	117	92	90	91	90
CCOc1ccc(OCCCC(=O)NNC(=O)c2ccncc2)cc1	103	-0.2	-2	96	100	103	106	104
CCCCOC(=O)CSc1nnc(-c2ccc(Cl)cc2Cl)o1	90	0.1	0	105	94	94	101	120
Cc1nn(-c2ccccc2)nc1C(=O)Oc1cc(C(F)(F)F)nn1-c1ccccc1	101	-0.1	0	95	101	102	97	107
CSc1nsc(SCc2ccc(Cl)cc2)n1	104	0.2	8	118	101	103	108	107
O=C(NC12CC3CC(CC(C3)C1)C2)N1CCN(C(=O)C2CCCO2)CC1 (configuration not stated)	83	-0.1	0	96	115	84	94	79
O=C(Nc1cc(Br)ccc1O)c1cc(-c2ccco2)on1	100	-0.2	1	88	100	103	106	113
CCOC(=O)C1CCN(Cc2cc(C(C)C)c(O)c(C(C)C)c2)CC1	99	-0.1	-3	102	98	98	97	97
Cc1cc(C)nc(/N=C(\N)N2CCc3ccccc32)n1	105	0.0	54*	105	102	106	106	98
CCOC(=O)Nc1sc2c(c1C(N)=O)CCC(C)C2 (configuration not stated)	98	0.1	16	87	103	95	106	95
COc1ccccc1NC(=O)CCc1nnc2ccc(N3CCC4(CC3)OCCO4)nn12	119	-0.1	5	86	103	103	113	98
CC(C)(C)N(NC(=O)Nc1ccc(Cl)cc1)C(=O)c1ccccc1	94	0.2	2	113	96	97	104	95
CCc1ccc(C=NC23CN4CN(CN(C4)C2)C3)s1	89	0.2	3	113	94	98	106	103
CN(C)c1cccc(NC(=O)c2cccc3ccccc23)c1	100	0.0	34	105	104	98	109	104
CSc1nc(N2CCOCC2)nc2ccc(C)cc12	95	-0.1	3	94	98	107	101	119
CC(C)Nc1nc(NC(C)C)nc(Oc2ccc(=O)n(C)n2)n1	105	-0.2	-3	76	104	113	103	114
CCOC(=O)c1cc2c(=O)[nH]ccc2nc1C(F)(F)F	100	0.0	1	107	97	100	98	109
CCC(NS(=O)(=O)c1cccs1)c1ccc(C)cc1 (configuration not stated)	79	0.2	4	79	91	86	94	90
Cc1ccc(/C=C/C(=O)c2ccc(O)cc2)cc1	80	-0.2	1	85	90	89	89	132
Cc1ccc(C(=O)N/N=C(\CC(C)C)c2ccccc2)cc1	107	-0.2	5	104	98	97	101	89
Nc1c(N2CCCCC2)c2ccccc2oc1=O	101	0.0	7	106	100	99	103	95
Cc1ccc(SCC(=O)OCC(=O)N2CCN(C(=O)c3ccco3)CC2)c(C)c1	88	0.0	1	128	97	103	93	107
O=C(c1ccc(COc2ccc(Cl)cc2)o1)N1N=C(C(F)F)CC1(O)C(F)F (configuration not stated)	101	0.1	4	101	112	104	104	104
CCC(=O)Nc1cc(OC)c(NC(=O)c2ccccc2)cc1OC	104	-0.1	82*	88	99	101	112	100
NS(=O)(=O)c1cccc(NC(=O)CC(NC(=O)c2ccccc2Cl)c2ccccc2)c1 (configuration not stated)	103	-0.2	2	93	102	97	95	95
C/C(=N/NS(=O)(=O)c1ccc(Cl)cc1)c1cccc(O)c1	111	-0.1	5	92	101	107	108	102
CCCOc1ccc(CSC2=NCCN2)cc1[N+](=O)[O-]	102	0.0	1	86	98	99	97	94
CC(C)OC(=O)Cc1nc2sc(-c3ccccc3)cc2c(=O)[nH]1	97	0.2	4	102	100	88	106	99
COCC(=O)O[C@]1(CCN(C)CCCc2nc3ccccc3[nH]2)CCc2cc(F)ccc2[C@@H]1C(C)C	83	0.1	-1	104	98	85	97	125
O=c1cc(-c2ccccc2Cl)oc2c(NS(=O)(=O)c3cc(Cl)cc(Cl)c3O)ccc(O)c12	102	-0.1	5	83	103	101	96	90
CCC1Sc2ccc(S(=O)(=O)Nc3ccc(OC)c(OC)c3)cc2NC1=O (configuration not stated)	102	-0.3	0	103	99	99	103	91
CC1CN(C(=O)c2c([N+](=O)[O-])cnn2C)CC(C)O1 (configuration not stated)	103	0.0	3	86	99	105	104	102
Cc1cccc(C(=O)Nc2ccc(Oc3cnccn3)cc2)c1	101	0.0	1	98	104	103	109	106
CCOC(=O)c1ccc(NC(=O)CN(Cc2ccc(Cl)cc2)S(C)(=O)=O)cc1	114	0.0	2	100	112	x	110	123
Cc1nc(Nc2ccc(Cl)cc2)c(C#N)c(=O)[nH]1	104	0.0	71*	103	105	102	115	103
O=C(CSc1nc(=O)n(CCN2CCOCC2)c2c1CCCC2)Nc1ccc(F)cc1F	105	0.0	-2	97	100	108	95	105
CCC(=O)Nc1ccc(C(=O)NCc2ccccn2)cc1	92	0.1	1	88	98	95	98	93
COC(=O)C1CCN(Cc2ccc(C)cc2)CC1	105	0.0	2	111	101	104	102	108
CC(C)(C)C(=O)Nc1scc(-c2ccc(-c3ccccc3)cc2)c1C(=O)O	112	-0.1	1	89	105	106	106	99
Cc1ccc(-c2nc3c(c(=O)[nH]c(=O)n3CC(C)C)n2CC(C)C)cc1[N+](=O)[O-]	88	0.1	-1	94	97	84	96	99
C=C(C)COc1ccc(-c2ncnc(C(F)(F)F)c2-c2ccc(OC)cc2)c(O)c1	106	0.3	18	120	109	104	113	101
O=C(CNCc1ccc(Cl)cc1)Nc1ccc(C(=O)N2CCCCCC2)cc1	101	0.1	3	106	104	104	105	102
CC(C)(C)C(=O)NC(=S)NNC(=O)C(c1ccccc1)c1ccccc1	100	0.0	2	106	102	105	102	110
COc1cc(/C=N/NC(=S)NCc2ccco2)cc(OC)c1OC	88	0.1	11	100	94	93	95	89
COc1ccccc1N1CCN(C2CCN(C(=O)c3ccc(F)cc3)CC2)CC1	94	-0.1	0	101	102	94	98	87
Cc1onc(-c2c(Cl)cccc2Cl)c1C(=O)NC(=S)Nc1sc2c(c1C(N)=O)CCC(C)C2 (configuration not stated)	97	0.1	7	80	100	97	92	95
CCCc1nnc(NC(=O)CN2C(=O)c3ccccc3S2(=O)=O)s1	102	0.0	-1	91	100	103	99	95
O=C(CCC(=O)N1CCSc2ccccc21)NCCc1ccccc1	96	0.0	-1	101	106	96	100	117
Cn1nc(C(=O)N2CCN(c3cccc(Cl)c3)CC2)c2c1-c1ccccc1S(=O)(=O)C2	106	-0.1	1	91	100	103	100	101
CCOC(=O)C1CCN(C(=O)c2cc3cc4ccc(C)cc4nc3o2)CC1	98	-0.2	3	84	100	101	102	95
CCOc1ccc(C2c3c(oc4cc(C)c(C)cc4c3=O)C(=O)N2CCCN2CCOCC2)cc1 (configuration not stated)	100	0.1	3	90	95	102	100	96
O=S(=O)(O)CCN1CCOCC1	107	0.3	6	106	104	101	114	105
CCOCC(=O)Nc1nnc(C)s1	101	-0.1	0	93	103	95	106	94
CC1(C)NC(=O)N(CCOc2ccc3c(c2)CCC3)C1=O	114	0.1	0	109	105	114	105	103
CCSc1ncc(Cl)c(C(=O)Nc2ccccc2C)n1	92	0.2	8	62*	104	92	100	89
COc1ccccc1NC(=O)c1ccc(NC2=NC3CS(=O)(=O)CC3S2)cc1 (configuration not stated)	97	0.1	1	112	103	101	101	102
COc1ccc(OCCC(=O)OCC(=O)NCc2ccccc2OC)cc1	110	-0.1	-3	101	101	109	100	99
CCCCN1CC(=O)N2[C@H](c3ccc(Cl)cc3)[C@@H]3C(=O)N(CC)C(=O)[C@@H]3[C@]2(Cc2ccccc2)C1=O	116	-0.2	-3	96	109	97	100	135
O=C(NC1CCCc2ccccc21)C1CCN(c2c3c(nc4ncnn24)CCC3)CC1 (configuration not stated)	u	0.0	0	74	89[may fluoresce violet]	29[may fluoresce violet]	118[may fluoresce violet]	98[may fluoresce violet]
O=C(Nc1ncccn1)c1cc([N+](=O)[O-])cc([N+](=O)[O-])c1	98	0.3	2	101	102	95	98	94

The results go on.
SMILES	CIT2 TOR yeast	Efflux pump mplx	AHR act	CR mimetic SO	RPL19A-GFP yeast	AGP1-GFP MLPCN	MEP2-GFP yeast	LAP4-GFP MLPCN
CCCC(=O)Nc1nnc(-c2ccco2)s1	79	0.0	18	102	85	x	108	86
CCCCNC(=O)N1CCC(CCC(=O)N(C)Cc2ccccc2)CC1	106	0.1	-2	109	102	101	107	94
Cc1ccc(NC(=O)c2nc[nH]c2C(=O)N2CCc3ccccc3C2)cc1	98	-0.1	43	92	93	100	94	95
CC(C)c1ccc(C(C(=O)NC2CCCCC2)N(C(=O)c2csnn2)C2CC2)cc1 (configuration not stated)	95	0.4	1	102	95	92	86	91
CCN1C(=O)C(CC(=O)Nc2ccccc2)N(Cc2ccccn2)C1=S (configuration not stated)	101	0.0	0	100	104	119	111	113
COC(=O)c1cnn(-c2ccccc2)c1C(OC)OC	x	0.1	0	102	101	x	103	x
CC[C@]12c3[nH]c4ccccc4c3CCN1C(=O)C(CC(=O)NCCCN(C)C)C[C@@H]2C(=O)N1CCN(C(=O)c2ccco2)CC1 (some centres not stated)	99	-0.3	-1	96	93	97	98	88
CCS(=O)(=O)Nc1cccc(C2=NN(S(=O)(=O)c3ccccc3)C(c3cccs3)C2)c1 (configuration not stated)	97	-0.2	-1	108	96	100	97	100
COc1ccccc1C(=O)NC(=O)COC(=O)c1ccco1	92	-0.1	2	99	95	96	103	105
CC(=O)N(NC(N)=O)C(C)CC(=O)C1C(C)C=CCC1(C)C (configuration not stated)	98	0.1	1	102	97	106	99	110
O=C1CC(c2ccccc2)Cc2nc3nc(C(F)(F)F)nn3cc21 (configuration not stated)	102	0.2	3	104	97	103	102	94
CC(=O)N1C=CN(C(C)=O)C(c2cn(C)c3ccccc23)C1c1cn(C)c2ccccc12 (configuration not stated)	99	0.3	15	110	103	103	99	98
Cn1c(=O)c2c(nc(Br)n2Cc2ccc3ccccc3c2)n(C)c1=O	95	-0.1	1	93	104	102	98	100
CC(C)CNS(=O)(=O)c1ccc(CCC(=O)NCc2ccco2)cc1	108	-0.2	3	95	107	107	107	101
CC12CCC(C(=O)NCc3ccc4c(c3)OCO4)(C(=O)C1=O)C2(C)C (configuration not stated)	94	0.2	3	108	103	102	109	100
COc1ccccc1CCC(=O)OCC(=O)Nc1cc(C)nn1-c1ccccc1	92	0.0	2	101	93	103	95	97
Cc1ccc(C(=O)NCC(=O)OCC(=O)Nc2cc(C)c(C)cc2[N+](=O)[O-])cc1	91	-0.1	0	94	97	96	105	111

Not a retest: entries from further up.
SMILES	CIT2 TOR yeast	Efflux pump mplx	AHR act	CR mimetic SO	RPL19A-GFP yeast	AGP1-GFP MLPCN	MEP2-GFP yeast	LAP4-GFP MLPCN
CC(C)CNS(=O)(=O)c1ccc(CCC(=O)NCc2ccco2)cc1	108	-0.2	3	95	107	107	107	101
CC12CCC(C(=O)NCc3ccc4c(c3)OCO4)(C(=O)C1=O)C2(C)C (configuration not stated)	94	0.2	3	108	103	102	109	100
COc1ccccc1CCC(=O)OCC(=O)Nc1cc(C)nn1-c1ccccc1	92	0.0	2	101	93	103	95	97
Cc1ccc(C(=O)NCC(=O)OCC(=O)Nc2cc(C)c(C)cc2[N+](=O)[O-])cc1	91	-0.1	0	94	97	96	105	111

Hits appear at their usual frequency (roughly 3.9% active in at least one column).
